Bioassay records (PubChem BioAssay)
human PMI inhibitors: human PMI inhibitors, high substrate, primary screen, biochemical, fluorescence intensity, high mannose 6-phosphate (AID 1220). recombinant PMI enzyme, coupled fluorescence intensity; higher % means a stronger effect. inhibition, % at 20 µM, or IC50 in µM where a hit was titrated. hit rate 0.66% among 190,000
NOD2 inhibition: inhibition of NOD2-driven NF-kB reporter – cell-based, luminescence, uHTS, HEK293 (AID 1566) | HEK293 NOD2/NF-kB luciferase reporter, luminescence; higher % means a stronger effect | one-dose inhibition, % at 4 µM; EC50 in µM for titrated hits | hit rate 0.63% among 290,000; note: many of its hits are not listed in these tables
TNAP activators: stimulation of alkaline phosphatase TNAP activity – biochemical, luminescent, no phosphate acceptor, uHTS, primary screen (AID 1001) | purified TNAP, luminescent activation assay, no phosphate acceptor; higher activation fold means a stronger effect | one-dose activation fold at 20 µM; EC50 in µM for titrated hits | hit rate 0.03% among 200,000; in the data active = activation fold from about 3, or a potency from the dose series; inactive = the rest, 99 in 100 with activation fold below about 1.6; note: many of its hits are not listed in these tables
LYP inhibition: PTPN22 lymphoid phosphatase activity blockers – biochemical, fluorescence intensity, uHTS (AID 1779); one-dose inhibition, % at 11.5 µM; IC50 in µM for titrated hits; recombinant LYP phosphatase, fluorescence intensity; higher % means a stronger effect; hit rate 0.054% among 290,000;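 note: plate controls were vehicle with enzyme for no effect and no enzyme for full effect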
KOR beta-arrestin-1: kappa opioid receptor activators – cell-based, luminescence, uHTS, primary screen (AID 1777) | KOR beta-arrestin recruitment, luminescence; higher % means a stronger effect | activation, % at 10 µM, or EC50 in µM where a hit was titrated | hit rate 0.02% among 280,000; in the data active = activation above about 50%, passing the limit was not always enough; note: a part of the inactive calls stands beside numbers as strong as those of hits
KOR beta-arrestin-2: kappa opioid receptor blockers – cell-based, luminescence, uHTS (AID 1778). inhibition, % at 10 µM; hits with a dose series show IC50 in µM. KOR beta-arrestin recruitment, luminescence, antagonist mode; higher % means a stronger effect. hit rate 0.091% among 290,000; note: strong numbers were not always called active
NOD1 NF-kB reporter: inhibition of NOD1-driven NF-kB reporter – cell-based, luminescence, uHTS, primary screen (AID 1578); one-dose inhibition, % at 4 µM; EC50 in µM for titrated hits; hit rate 1% among 290,000; NOD1-driven NF-kB luciferase reporter cells, luminescence; higher % means a stronger effect; in the data active = inhibition mostly above about 36%, no sharp cut-off; inactive = mostly below about 34%;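 note: HEK-293T reporter cells stimulated with the NOD1 agonist gamma-tri-DAP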
XIAP antagonists: small molecules displacing peptide from XIAP – biochemical, IAP family, fluorescence polarization (AID 1018). hit rate 0.007% among 200,000. displacement, % at 20 µM, or IC50 in µM where a hit was titrated. XIAP BIR domain, fluorescence polarization peptide displacement; higher % means a stronger effect; in the data active = displacement above about 50%; note: a part of the inactive calls stands beside numbers as strong as those of hits
human PMI inhibition: inhibitors of human PMI, primary screen, biochemical, fluorescence intensity, coupled assay (AID 1209) | hit rate 0.42% among 190,000 | purified PMI enzyme, coupled fluorescence intensity; higher % means a stronger effect | one-dose inhibition, % at 20 µM; IC50 in µM for titrated hits;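 note: plate controls were DMSO vehicle for no effect and wells lacking substrate for full effect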
Starred values were filed as active, the others as inactive; x = no result given; [ ] = remark or other dose. Cut-off read from the data, not from the text of the source, unless noted: active = inhibition above about 50%; inactive = the rest. Some of the compounds tested (hit frequency here may not be typical).

compound	human PMI inhibitors	NOD2 inhibition	TNAP activators	LYP inhibition	KOR beta-arrestin-1	KOR beta-arrestin-2	NOD1 NF-kB reporter	XIAP antagonists	human PMI inhibition
CCOc1ccc(N2C(=O)C(c3ccccc3)=C(c3nc4ccccc4s3)C2NC(C)=O)cc1 (configuration not stated)	3%	2%	1	1%	-2.0%	2%	-14%	-9.8%	7%
COc1cc2c(cc1OC)CN(C(=O)CN1CCN(S(=O)(=O)c3ccccc3)CC1)CC2	x	16%	x	-3%	-3.4%	-10%	-14%	x	x
CC1=Nc2cc([N+](=O)[O-])ccc2NC(C)(C)C1	41%	6%	0.9	6%	3.0%	-22%	32%	-10%	0%
CCCc1nc2c(nnn2Cc2ccccc2F)c(=O)[nH]1	11%	18%	1.1	0%	1.5%	-22%	6%	-23%	21%
COc1ccc(NC(=O)NCc2cccnc2)cc1	x	0%	x	-9%	-0.1%	-15%	-41%	x	x
COc1cccc(-n2nnc3c(=O)n(Cc4ccc(C)cc4)cnc32)c1	8%	-16%	1.1	2%	-1.6%	23%	-64%	-1.8%	6%
CCNC(=S)Nc1ccc(OCC)cc1	4%	-10%	1.1	-5%	9.0%	-11%	-28%	1.8%	5%
COC(=O)Cn1c2nc3ccccc3nc2c2cccc(C)c21	x	-2%	x	-4%	-6.7%	-5%	-2%	x	x
CCn1c(COc2cccc(OC)c2)nnc1SCC(=O)NC1CCCC1	x	15%	x	-10%	-6.0%	-18%	-17%	x	x
O=C(O)C1=C[C@H](c2coc3ccccc3c2=O)C[C@H](OCCCCO)O1	15%	16%	1	-4%	-1.3%	-24%	-24%	-21%	-3%
CCN(CC)Cc1nc2c(c(=O)[nH]1)C1(CCCC1)Cc1ccccc1-2	9%	19%	1	-2%	3.1%	-7%	19%	-3.4%	6%
C=CCNc1nc(Nc2ccc([N+](=O)[O-])cc2)nc(OCC)n1	3%	9%	1.1	-6%	-1.7%	25%	-29%	-6.3%	11%
COc1cccc(/C=C2\SC(=S)N(CCCC(=O)Nc3cc(C)on3)C2=O)c1	x	0%	x	-7%	2.7%	-46%	-22%	x	x
CCOC(CNc1c([N+](=O)[O-])c(=O)n(C)c(=O)n1C)OCC	-8%	-7%	1.1	-3%	-1.1%	15%	-32%	-24%	-9%
C=CCNC(=O)c1onc(CSc2ccc(F)c(F)c2)c1C(=O)O	-12%	-14%	1	-1%	3.0%	-11%	-4%	-3.1%	-8%
CC(CCn1cccn1)NC(=O)CCc1nnc(C2CCCCC2)o1 (configuration not stated)	-6%	14%	1.1	-8%	-0.6%	0%	-19%	-5.4%	2%
CSCC[C@H](NC(=O)COc1ccc(Cl)cc1)C(=O)N1CCC2(CC1)NCCc1[nH]cnc12	x	10%	x	-2%	-2.6%	-22%	-21%	x	x
Cn1cc(C(=O)NC2CCCCC2)c(=O)c2cc(S(=O)(=O)N3CCOCC3)ccc21	x	13%	x	-2%	2.3%	29%	-20%	x	x
CCCN1Cc2cccc(C(=O)NCCc3ccccc3)c2C1=O	x	23%	x	-11%	-2.5%	-1%	3%	x	x
CCCOc1ccc(/C=c2\sc3ncnn3c2=O)cc1	4%	-9%	1.1	-2%	-1.4%	-14%	-54%	-4.7%	1%

(further entries)
compound	human PMI inhibitors	NOD2 inhibition	TNAP activators	LYP inhibition	KOR beta-arrestin-1	KOR beta-arrestin-2	NOD1 NF-kB reporter	XIAP antagonists	human PMI inhibition
COc1ccc(N2Cc3ccccc3C2)cc1Cl	-69%	-50%	1.1	9%	0.8%	31%	-34%	-3.9%	-36%
COC(=O)c1ccc(CSc2nc3sc(C)c(C)c3c(=O)[nH]2)cc1	x	2%	x	-3%	5.7%	7%	-9%	x	x
CCC(=O)Nc1cc(OC)c(NC(=O)c2ccccc2)cc1OC	5%	13%	1.1	-2%	-1.5%	22%	x	-1.6%	17%
O=C(ONC1=NCCCCC1)c1c(F)cccc1F	9%	1%	1.2	-4%	-1.4%	-20%	2%	-1.5%	7%
CCN(CC)S(=O)(=O)c1cccc(C(=O)N/N=C/c2ccc(OC)c(O)c2)c1	6%	6%	1.2	1%	1.5%	-26%	-22%	-6.6%	14%
NC1=NC[C@@H](Cc2ccc(O)cc2)N1CCc1cccc(F)c1	x	-1%	x	-4%	-2.3%	29%	-6%	x	x
O=C(Nc1ccc(F)cc1)Nc1cc(OCC(F)(F)F)cc(OCC(F)(F)F)c1	8%	16%	1	-6%	5.9%	-30%	84%*	-4.4%	11%
CC1CCc2nn(CC(=O)Nc3c(F)cc(F)cc3Br)cc2C1 (configuration not stated)	10%	-9%	1.2	-5%	2.8%	-27%	-24%	0.5%	2%
COC(=O)Cc1cn(-c2ncc(C(F)(F)F)cc2Cl)c2ccccc12	-1%	22%	1	-4%	-2.9%	-8%	10%	-7.9%	2%
Cc1cc(C(=O)N/N=C/c2cc(Br)cc(Br)c2OC(=O)c2ccccc2)n[nH]1	0%	36%	1.3	3%	2.7%	9%	33%	-3.6%	6%
Cc1ccc(NC2CCCN(C(=O)CN3C(=O)CSC3=O)C2)cc1C (configuration not stated)	x	11%	x	-9%	-4.3%	10%	3%	x	x
CC(C)[C@@H](C(=O)N1CCN(Cc2ccc3c(c2)OCO3)CC1)n1nnc2ccccc2c1=O	x	-20%	x	-5%	-2.0%	31%	-20%	x	x
CN1CCN(S(=O)(=O)c2ccc(=O)[nH]c2)CC1	6%	10%	1.1	-2%	-3.1%	29%	-14%	-1.9%	8%
CN(CCC#N)C(=O)CSc1nnc(-c2c[nH]c3ccccc23)o1	x	2%	x	-6%	-5.0%	1%	-9%	x	x
O=C(c1ccc(F)cc1Cl)N(c1ccccn1)C1CCCCC1	-9%	-7%	1.1	0%	-0.4%	-1%	-13%	-1.4%	-7%
Cc1cc(SCC(=O)Nc2cccc(S(=O)(=O)N3CCOCC3)c2)nc2ccccc12	-32%	4%	1	14%	-1.7%	-45%	-34%	-4.9%	-31%
CCOC(=O)/C(CCC[N+](C)(CC)CC)=N\O	14%	4%	1	-4%	-3.1%	30%	-19%	1.5%	28%
COC(=O)C1=C(C)N=c2s/c(=C/c3ccoc3)c(=O)n2C1c1ccccc1 (configuration not stated)	10%	8%	1	2%	2.0%	14%	6%	-6.5%	13%
CCOC(=O)c1cnc(-n2nc(C)cc2C)nc1Nc1ccc(O)cc1	x	44%	x	1%	8.1%	-6%	19%	x	x
CCOC(=O)CSc1nc2c(cnn2-c2ccc(F)cc2)c(=O)[nH]1	x	1%	x	-9%	-3.5%	-2%	-8%	x	x

Random excerpt: 5 records from the list
compound	human PMI inhibitors	NOD2 inhibition	TNAP activators	LYP inhibition	KOR beta-arrestin-1	KOR beta-arrestin-2	NOD1 NF-kB reporter	XIAP antagonists	human PMI inhibition
O=C(c1ccc(F)cc1Cl)N(c1ccccn1)C1CCCCC1	-9%	-7%	1.1	0%	-0.4%	-1%	-13%	-1.4%	-7%
COc1ccc(N2Cc3ccccc3C2)cc1Cl	-69%	-50%	1.1	9%	0.8%	31%	-34%	-3.9%	-36%
CCC(=O)Nc1cc(OC)c(NC(=O)c2ccccc2)cc1OC	5%	13%	1.1	-2%	-1.5%	22%	x	-1.6%	17%
COC(=O)c1ccc(CSc2nc3sc(C)c(C)c3c(=O)[nH]2)cc1	x	2%	x	-3%	5.7%	7%	-9%	x	x
COC(=O)C1=C(C)N=c2s/c(=C/c3ccoc3)c(=O)n2C1c1ccccc1 (configuration not stated)	10%	8%	1	2%	2.0%	14%	6%	-6.5%	13%

Next results:
compound	human PMI inhibitors	NOD2 inhibition	TNAP activators	LYP inhibition	KOR beta-arrestin-1	KOR beta-arrestin-2	NOD1 NF-kB reporter	XIAP antagonists	human PMI inhibition
COc1ccc(C(=O)CC2SC(N)=NC2=O)cc1 (configuration not stated)	x	-2%	x	-6%	-3.1%	21%	-4%	x	x
CCCS(=O)(=O)N1CCC(C(=O)c2cccc(C(F)(F)F)c2)CC1	9%	6%	1	1%	x	14%	-6%	-9.2%	10%
COC(=O)Cc1ccc(Oc2ncc(C(F)(F)F)cc2Cl)cc1	2%	-2%	1	-7%	4.2%	-67%	-1%	-12%	-2%
CCCCN(CC)S(=O)(=O)N1CCC(C(=O)NCc2ccc(F)cc2)CC1	14%	-13%	1.1	3%	-3.2%	14%	-29%	-2.2%	13%
O=C(Cc1ccc(Cl)cc1)OCc1nnc(-c2ccccc2)o1	-2%	12%	1.2	-6%	-0.9%	3%[20 µM]	-20%	-1.8%	2%
O=C(NCc1ccco1)c1cc(-c2ccc(Cl)cc2)on1	-6%	-48%	1.1	-4%	5.8%	7%	-16%	-7.7%	-5%
O=C(O)Cn1c(SCCOc2ccccc2)nc2ccccc21	7%	13%	1	-2%	9.3%	9%	-3%	-4.3%	12%
CC1C/C(=N\NC(N)=S)c2cc(Cl)ccc2S1 (configuration not stated)	x	0%	x	-4%	3.4%	-46%	3%	x	x
O=C(O)[C@@H]1Cc2c([nH]c3ccccc23)C2CCC(=O)N21 (some centres not stated)	x	22%	x	-4%	2.1%	-6%	1%	x	x
Cc1cccnc1NC(=O)CSc1nnc(CNC(=O)c2cccc([N+](=O)[O-])c2)n1C	x	27%	x	-9%	-2.8%	34%	-7%	x	x
O=C(CC12CC3CC(CC(C3)C1)C2)Nc1ccc2c(c1)COC2=O	3%	-7%	1	6%	3.2%	1%	-37%	-3.6%	-1%
O=S1(=O)NC2c3ccccc3CC2O1 (configuration not stated)	x	-2%	x	-5%	1.2%	-40%[20 µM]	-10%	x	x
COc1ccc(CN2CCn3nc(C(=O)NC4CC4)cc3C2=O)cc1	2%	-5%	1	-4%	-0.5%	-34%	-34%	-12%	2%
COc1ccc([N+](=O)[O-])cc1NS(=O)(=O)Cc1ccccc1	x	8%	x	-11%	-0.5%	18%	-20%	x	x
CCSc1nc2ccccc2n1S(=O)(=O)c1ccccc1	4%	2%	1	-3%	4.7%	-24%	-33%	-19%	-7%
O=C(O)Cc1ccc(OCc2ccc(Cl)nc2)cc1	10%	-4%	1	-5%	-1.4%	-15%	-28%	-4.5%	2%
CSc1nc2nc(-c3ccc(F)cc3)c(CCN3CCN(C)CC3)cn2n1	-8%	2%	1.1	-6%	-1.4%	-26%	-6%	-3.0%	-4%
CCOC(=O)c1ccc(-c2ccc(/C=C(\C#N)C(=O)NCC3CCCO3)o2)cc1 (configuration not stated)	24%	-26%	1.1	2%	1.9%	-42%	-34%	-8.1%	4%
O=c1c2cccnc2[nH]c(=S)n1Cc1ccccc1	4%	15%	1	-3%	-3.1%	10%	-2%	-13%	3%
CCc1cc2c(cc3c(=O)n(CC(=O)NCCCN4CCCCCC4)nc(CC)n32)s1	x	10%	x	-10%	2.1%	-11%	-10%	x	x

(further entries)
compound	human PMI inhibitors	NOD2 inhibition	TNAP activators	LYP inhibition	KOR beta-arrestin-1	KOR beta-arrestin-2	NOD1 NF-kB reporter	XIAP antagonists	human PMI inhibition
Cc1ccc(CN2C(=O)CCC2C(=O)NCc2ccc(F)cc2)cc1 (configuration not stated)	3%	16%	1	-3%	-3.2%	32%	1%	-6.7%	2%
CCOC(=O)c1cc(S(=O)(=O)NCc2ccc3c(c2)OCO3)cn1C	x	22%	x	-14%	4.4%	2%	10%	x	x
CCCn1c(=O)c(C#N)cn(C2CC2)c1=O	x	2%	x	-5%	0.7%	7%	-8%	x	x
CCCCCc1ccc(-c2cn(CCc3c[nH]c4ccccc34)nn2)cc1	x	-14%	x	-7%	-4.3%	-42%[20 µM]	-12%	x	x
